IMPase Li cell: cell-permeable IMPase inhibitors with lithium potentiation | CHO-M1 cells, IP1 TR-FRET (IP-One), carbachol + lithium | Potency, µM (top dose mostly 59.4 µM), inactives show top-dose activity, negative = IMPase inhibition, hits mostly inhibitors | 210,000 compounds, 0.35% hits;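 further: IP1 builds up when IMPase is blocked and the TR-FRET signal falls; potency means the concentration at half of the fitted maximal effect; plate controls were basal vehicle for no effect and high inhibitor control for full effect; nearly all actives have a fitted effect of over 50% in size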
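Readout is a homogeneous TR-FRET IP1 immunoassay (Ex 320, Em 665 and 620), where raised cytosolic IP1 lowers signal. Cells were CHO-M1 treated 30 min at 37C with test compounds plus a little lithium; AC50 values came from Hill-equation fitting.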
CBFb-RUNX1 inh: blocks binding between human CBF-beta and RUNX1 | AID 1477 | AlphaScreen CBFb-His/RUNX1-biotin binding, biochemical | Potency, µM (titrated, usually from 59.8 µM), inactives show at the top dose activity, negative = inhibition, hits mostly inhibitors | Q01196+Q13951 | 230,000 tested, under 10 active; further: % of control where 0% means no effect
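Interaction loss through any mechanism counts as activity. Pre-formed complex of His-CBF-beta and biotin-RUNX1 (30 nM apiece) is incubated with compound 15 min, then with 50 ng nickel and 50 ng streptavidin beads for 90 min before AlphaScreen detection.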
HttQ103 aggreg: reduces HttQ103-GFP aggregates in PC12 cells; 220,000 compounds, 1.1% hits; PC12 HttQ103-GFP aggregates, Acumen cytometry, 40 h; Potency, µM (top dose mostly 46.1 µM), inactives show at the top dose activity change, negative = inhibition, actives largely listed as inhibitors; further: potency means the concentration at half of the fitted maximal effect; on the % scale 0 is the no-effect control and ±100 the full control effect; nearly all actives have a fitted effect of over 60% in size
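Read-out: GFP aggregate count by laser scanning cytometer (488 nm excitation, 500-530 nm emission, 1–25 µm objects >6 SD above background). Cells: PC12, inducible HTTex1-Q103-GFP, 100 nM tebufenozide; compounds titrated.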
NPSR antagonist: neuropeptide S receptor (human) antagonism, cAMP. Potency, µM (doses to about 38.3 µM), for the others: at the top dose activity change, negative = inhibition, hits mostly inhibitors. CHO-NPSR cells, cAMP TR-FRET, antagonist mode. Q6W5P4. 220,000 compounds, 1% hits; further: potency means the concentration at half of the fitted maximal effect; on the % scale 0 is the no-effect control and ±100 the full control effect; nearly all actives have a fitted effect of over 50% in size; many of its hits are not listed in these tables
Luc counter: Kinase-Glo luciferase inhibition (counter-screen) | Q27757 | Kinase-Glo luciferase, ATP luminescence, 8 min | Potency, µM (titrated, usually from 38.3 µM), for the others: top-dose activity change, negative = inhibition, actives largely listed as inhibitors | 200,000 compounds, 0.28% hits | AID 1379; further: potency means the concentration at half of the fitted maximal effect; on the % scale 0 is the no-effect control and ±100 the full control effect; nearly all actives have a fitted effect of over 60% in size
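Kinase-Glo luciferase light output from ATP and luciferin was measured with 10 uM ATP, within the enzyme's linear range. Buffer: 50 mM imidazole pH 7.2, 50 mM KCl, 7 mM MgCl2, 0.01% Tween 20, 0.05% BSA; luminescence read after 8 min at ambient temperature.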
Epigenetic reg: derepresses silenced GFP reporter in murine cells; murine LDR cells, GFP reporter derepression, 30 h; Potency, µM (top dose mostly 53.9 µM), without a hit: top-dose GFP activation, most hits filed as activators; 280,000 compounds, 0.2% hits; AID 1865; further: potency means the concentration at half of the fitted maximal effect; % of control where 0% means no effect; nearly all actives have a fitted effect of over 60% in size
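Murine LDR cells bearing a silenced CMV-driven GFP reporter were exposed to compound for 30 h at 37 C. After PBS washes, GFP-positive cells (20-120 um objects) counted by laser-scanning microplate cytometry.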
L3MBTL1 inh: L3MBTL1 (human) inhibition; AID 485360; Potency, µM (highest dose often 57.1 µM), without a hit: at the highest dose activity, negative = inhibition, usual class: inhibitors; 230,000 compounds, 0.66% hits; Q9Y468; AlphaScreen L3MBTL1–H3K9me1 peptide binding; further: potency means the concentration at half of the fitted maximal effect; on the % scale 0 is the no-effect control and ±100 the full control effect; nearly all actives have a fitted effect of over 60% in size
Target sequence (Q9Y468 whole entry, looked up): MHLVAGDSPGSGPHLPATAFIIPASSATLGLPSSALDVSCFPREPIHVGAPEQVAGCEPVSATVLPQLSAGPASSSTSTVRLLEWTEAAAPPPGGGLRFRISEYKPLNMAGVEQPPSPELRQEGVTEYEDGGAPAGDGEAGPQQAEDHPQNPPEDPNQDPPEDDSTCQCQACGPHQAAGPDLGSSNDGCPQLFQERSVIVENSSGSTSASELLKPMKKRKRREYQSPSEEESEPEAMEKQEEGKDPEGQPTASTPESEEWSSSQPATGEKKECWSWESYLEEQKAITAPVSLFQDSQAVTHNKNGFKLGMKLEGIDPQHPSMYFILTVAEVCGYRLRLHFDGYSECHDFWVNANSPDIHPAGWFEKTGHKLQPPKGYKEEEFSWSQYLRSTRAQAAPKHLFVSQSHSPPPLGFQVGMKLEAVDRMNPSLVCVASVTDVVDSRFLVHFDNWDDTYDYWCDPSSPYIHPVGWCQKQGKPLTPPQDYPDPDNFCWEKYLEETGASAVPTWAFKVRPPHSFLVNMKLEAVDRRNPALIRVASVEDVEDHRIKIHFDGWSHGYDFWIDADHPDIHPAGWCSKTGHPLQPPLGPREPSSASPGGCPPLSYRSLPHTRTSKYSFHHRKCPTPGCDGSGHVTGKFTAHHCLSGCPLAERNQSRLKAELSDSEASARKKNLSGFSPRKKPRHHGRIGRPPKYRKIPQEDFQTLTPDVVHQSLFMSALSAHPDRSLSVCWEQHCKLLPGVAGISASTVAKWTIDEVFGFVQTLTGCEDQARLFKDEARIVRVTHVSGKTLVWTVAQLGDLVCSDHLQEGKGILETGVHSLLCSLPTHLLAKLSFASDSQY
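Read-out is AlphaScreen signal from streptavidin donor and nickel chelate acceptor beads (10 ug/mL final each) bridging L3MBTL1 (50 nM) and biotinylated K9-monomethylated H3(1-15) peptide (75 nM), after 30 min compound exposure at room temperature.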
* marks the source's active call; other numbers are inactive results; ? = inconclusive; · = no result given; [ ] = remark or other dose. The call rests on the fitted dose curve; in most records, active means well fitted curve in the direction sought with a large enough effect; inconclusive means small, poorly fitted or top-dose-only effect, or another doubt; inactive means no such curve, though single readings can be large; an effect the other way counts as inactive or inconclusive. Only part of the results is shown; count on the stated rates, not on these rows.

compound | IMPase Li cell | CBFb-RUNX1 inh | HttQ103 aggreg | NPSR antagonist | Luc counter | Epigenetic reg | L3MBTL1 inh
Cc1cc2nc(-c3ccc(NC(=O)C(C)C)cc3)oc2cc1C | 12%[38.3 µM] | 3% | -11% | -12%[46.1 µM] | 4% | 4.8% | ·
Nc1ccc(-c2cnc[nH]2)cc1[N+](=O)[O-] | · | 0% | -7%[9.22 µM] | ? | · | 0.5% | -15%
O=C(O)c1ccc(/C=N/O)cc1 | · | 6% | -13%[9.22 µM] | 3%[7.67 µM] | · | -0.3% | 11%
CCn1c(Cc2ccccc2)nnc1SCC(=O)Nc1nc(C)cs1 | 26% | -3% | -15% | -12%[46.1 µM] | -9% | 2.3% | 5%
COc1ccc(Cl)cc1-c1nc(-c2ccc(Br)o2)no1 | 5%[38.3 µM] | 3% | 4% | 7%[46.1 µM] | -2% | 1.7% | 2%
Cc1nnc(NC(=O)CSc2nnc(CCc3nc4ccccc4[nH]3)n2C)s1 | -19%[38.3 µM] | 5% | 3% | 18%[46.1 µM] | -2% | -0.7% | 10%
Cc1cc(C(=O)N/N=C2\CCCc3ccccc32)c(C)o1 | 26% | 0% | -8% | 2% | -1% | 0.2% | -5%
CCCc1nnc(NC(=O)CCC(=O)N2CCN(S(=O)(=O)c3ccc(C)cc3)CC2)s1 | · | 1% | 5%[9.22 µM] | -3% | · | 0.0% | -1%
O=S(=O)(c1ccccc1)c1nc(NC2CC2)sc1Cl | 28% | -24% | 6% | -9% | -1% | -2.7% | ?
COc1ccccc1N1CCN(C/C(O)=C(\C#N)c2nc(-c3ccccc3)cs2)CC1 | 24%[38.3 µM] | 1% | -10% | 6%[46.1 µM] | -7% | -1.0% | -18%
Cc1nnn(C23CC4CC(CC(C4)C2)C3)n1 | -8%[38.3 µM] | 3% | 10% | -4%[46.1 µM] | -6% | -2.3% | ·
CCN(CC(=O)NCCc1ccccc1)S(=O)(=O)c1ccccc1 | 15% | -3% | 0%[9.22 µM] | -11% | · | -1.2% | -7%
O=C(CSc1nnc2ccc(-c3ccccc3)nn12)NCC1CCCO1 (stereo unspecified) | -4% | 3% | 10% | 11% | 1% | -6.2% | ·
O=C(NCc1cccc(F)c1)C1CCN(S(=O)(=O)Cc2ccccc2)CC1 | -2%[38.3 µM] | 6% | 2% | -6%[46.1 µM] | 1% | 2.4% | 7%
Cc1cccc(C2c3[nH]c4ccccc4c3CCN2C(=O)c2cc3c([nH]c2=O)CCCC3)n1 (stereo unspecified) | 8% | -9% | -8%[9.22 µM] | 14% | -4% | 2.3% | -26%
CCOC(=O)CNc1nc(Cl)c(C#N)s1 | 0% | 4% | 1% | 7% | 0% | -3.6% | -10%
Nc1nc(N)nc(COc2ccccc2)n1 | 6% | -9% | 23% | 3% | ? | -4.7% | -4%
COc1ccccc1-c1nnc(NC(=O)c2cccc(N3C(=O)CCC3=O)c2)o1 | -9% | 18% | -1% | 11% | -2% | -0.4% | -9%
CN(C(=O)c1ccccc1)c1nc2ccccc2s1 | 12%[38.3 µM] | 11% | -32% | 1%[46.1 µM] | -6% | 0.0% | 12%
O=C(O)CC(NNC(=O)c1ccccc1)C(=O)Nc1cccc([N+](=O)[O-])c1 (stereo unspecified) | · | 3% | -2%[9.22 µM] | 17% | · | -1.8% | ·
Cc1nc2c(-c3ccccc3)c(C)[nH]n2c(=O)c1Cl | 17%[38.3 µM] | 6% | 10µM* | -17%[46.1 µM] | 7% | -1.1% | ·
Cc1ccc(C(C)C)cc1OCCN1CCCC1 | 13% | 26% | ? | 10% | -1% | -1.3% | -17%
CC(/C=C/c1ccco1)=N\NC(=O)c1cc(C)[nH]n1 | 20%[38.3 µM] | -15% | ? | -8%[46.1 µM] | 1% | 0.0% | ?
N#Cc1cccc(-c2cc(NCc3cccs3)ncn2)c1 | 21% | · | · | · | -5% | 0.2% | ·
CC(C(=O)N1CCCC1)c1ccc([N+](=O)[O-])cc1 (stereo unspecified) | 14% | ? | 12% | 0% | 5% | 8.5% | -9%
COc1ccc(S(=O)(=O)n2nc(OC(=O)c3ccc(C)cc3)cc2N)cc1 | 9%[38.3 µM] | 6% | 2% | 5%[7.67 µM] | 1% | 6.1% | 2%
N#C/C(C(=O)N1CCOCC1)=C1/SC(Cc2ccccc2Cl)C(=O)N1c1ccccc1 (stereo unspecified) | -3% | -1% | 19% | -4% | -5% | 2.6% | 4%
Nn1c(SCC(=O)NCCC2=CCCCC2)nnc1C1CCCCC1 | 28%[38.3 µM] | 5% | -8% | -2%[46.1 µM] | 5% | 1.0% | ·
O=C(O)c1cccc(CN2C(=O)SC(Nc3cccc4ccccc34)C2=O)c1 (stereo unspecified) | 4% | 5% | -5%[9.22 µM] | 13% | -2% | -1.1% | -12%
C=CCn1c(=N)n(CC(O)COc2ccc(OC)cc2)c2ccccc21 (stereo unspecified) | 10% | -1% | ? | -5% | -3% | 2.0% | -9%
COc1ccc(Cl)cc1N1CC(c2nc3ccccc3[nH]2)CC1=O (stereo unspecified) | 5% | 4% | -17% | -7%[46.1 µM] | 1% | 0.0% | -3%
CC(C)c1nnc(NC(=O)CCC(=O)NC2CCCCCCC2)s1 | 4%[38.3 µM] | -2% | 25% | -6%[46.1 µM] | 0% | -1.2% | 5%
COc1cccc(-c2noc(-c3ccoc3C)n2)c1 | -4% | 7% | 13% | -6% | · | -0.3% | ·
COC(=O)/C=C1\N/C(=N\c2nc(C)cc(C)n2)N(c2ccc(C)c(C)c2)C1=O | -1% | 6% | 30% | -11% | 0% | -1.8% | 9%
CCCCOC(=O)N/N=C/C=C/c1ccccc1 | · | -2% | -5% | -6%[46.1 µM] | · | 1.0% | 7%
S=c1[nH]nc(-c2ccncc2)n1/N=C/c1cn(-c2ccccc2)nc1-c1ccc(Cl)cc1 | · | 3% | -40%[9.22 µM] | -55% | · | 0.1% | ·
CCOc1ccc2nc(SCC(=O)NCc3ccc4c(c3)OCO4)[nH]c2c1 | -1% | 5% | -16% | -9%[46.1 µM] | 0% | -0.9% | -6%
CN(c1ccccc1)c1nc(N)c([N+](=O)[O-])c(N2CCCCC2)n1 | · | -12% | -3%[9.22 µM] | 52% | · | 0.1% | -30%
Cc1ccc(SCCC(=O)N2CCCC2)cc1 | 50%[activator][38.3 µM] | 6% | -20% | -16%[46.1 µM] | -2% | -1.1% | ·
CC1CCCCC1NC(=O)CC1Oc2ccccc2NC1=O (stereo unspecified) | -2%[38.3 µM] | 2% | -7% | -1%[46.1 µM] | 0% | -1.2% | ·
CC(C)(C)c1ccc(C(=O)N/N=C/c2cccc(Cl)c2)cc1 | 43%[activator][38.3 µM] | -7% | -6% | ? | -4% | 1.8% | ·
CC(=O)c1sc2nc(CSc3nncn3C)[nH]c(=O)c2c1C | ? | -4% | 10% | -7% | -1% | -0.4% | 7%
O=C1C2CCCN2C(c2ccc(F)c(F)c2)N1c1cccc(Cl)c1 (stereo unspecified) | 9%[38.3 µM] | -2% | -14% | 13%[46.1 µM] | 2% | 0.0% | 6%
CCCOC(=O)CCCCCCCCC(O)CN1CCCCC1 (stereo unspecified) | 45%[activator] | 18% | -12% | -2% | 0% | -3.2% | ?
CS(=O)(=O)N1CCN(c2ccnc3cc(Cl)ccc23)CC1 | 6% | 14% | -5% | -1% | 1% | -0.4% | 1%
COCCNC(=O)c1cc(-c2cccnc2)nc2ccc(Br)cc12 | 11µM* | -3% | 4% | 5%[46.1 µM] | 1% | -3.9% | ·
COc1ccc(C2C(C#N)=C(N)Oc3n[nH]c(C)c32)cc1CN1CCN(c2ccc(F)cc2)CC1 (stereo unspecified) | -7%[38.3 µM] | -6% | 25% | -27%[46.1 µM] | -2% | 1.4% | -18%
CN(C)CCCN(C(=O)c1ccco1)c1nc2c(F)cc(F)cc2s1 | 3% | 2% | -9% | 10% | -1% | -5.8% | ·
COc1ccccc1N(CC(=O)N/N=C/c1ccc(C(=O)O)cc1)S(=O)(=O)c1ccc(C)cc1 | · | 8% | -14%[9.22 µM] | 12% | · | 7.1% | ·
CCn1c2ccccc2c2cc(NC(=O)c3cccc(OC)c3)ccc21 | 17%[38.3 µM] | 12% | -12% | -15%[46.1 µM] | 1% | 3.3% | -7%
C[C@H]1C=C(C(=O)N2CCOCC2)O[C@@H](OCc2ccc(CO)cc2)C1 | 3% | -16% | 9%[9.22 µM] | -23% | · | 0.0% | 64%[activator]
CC1=NN(c2ccccc2)C(=O)/C1=C/c1cccs1 | 11% | -6% | 7% | 14% | -1% | -1.8% | ?
Cc1cccc(NC(=O)C23CCC(C)(C(=O)O2)C3(C)C)c1 (stereo unspecified) | 0% | 0% | -1% | -3% | -2% | -1.5% | 3%
Cc1nc2ccc(NC(=O)N3CCSCC3)cc2nc1C | 21%[38.3 µM] | 6% | -16% | -2%[46.1 µM] | 0% | 0.0% | ·
O=C(CN1CCOCC1)Nc1ccc(C2CCCCC2)cc1 | 0%[38.3 µM] | 7% | 4% | -7%[46.1 µM] | -7% | -1.7% | 0%
C=C[C@@]1(C)CC(=O)[C@@]2(O)[C@@]3(C)[C@@H](O)CCC(C)(C)[C@@H]3[C@H](O)[C@H](OC(C)=O)[C@@]2(C)O1 | 10% | 7%[21.7 µM] | · | · | -1% | 2.7% | ·
Cc1c(C(=O)NNc2cc(=O)n(C)c(=O)n2C)cccc1[N+](=O)[O-] | -3% | 8% | -8%[9.22 µM] | 6% | · | 0.0% | 7%
COc1ccc(C(=O)NCc2csc(-c3cccs3)n2)cc1 | · | 12% | 5%[9.22 µM] | 12% | · | 1.1% | -1%
COC(=O)c1c(NC(=O)CN2CCN(S(=O)(=O)c3ccccc3[N+](=O)[O-])CC2)sc2c1CCC(C)C2 (stereo unspecified) | -2% | -18% | -17% | -5% | -5% | -0.3% | -9%
CCOC(=O)CSC1=Nc2ccccc2C2=NC(CC(=O)NCc3ccc4c(c3)OCO4)C(=O)N12 (stereo unspecified) | 13%[38.3 µM] | 0% | 9% | -16%[46.1 µM] | 9% | -1.7% | 9%
CCC(=O)Nc1ccc(C(=O)NCCCn2ccnc2)cc1 | -5% | 1% | ? | 0% | -1% | 2.3% | -3%
COc1ccc(NC(=O)Nc2ccc3nsnc3c2)cc1 | 4%[38.3 µM] | 0% | -2% | -4%[46.1 µM] | 1% | -2.3% | -2%
